Screens as filed in PubChem BioAssay.
Ba/F3 V617F tox: reduced viability of JAK2V617F-dependent Ba/F3 cells, primary screen, JAK2V617F inhibitor project, cell-based, Ba/F3 EpoR-JAK2V617F, luminescence. AID 1446, 2008. inhibition, % at 5.6 µM. 220,000 compounds, 1.1% hits. ATP luminescence;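 active means inhibition above the campaign mean plus 3 SD over all tested compounds, cut at about 24% in these data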;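 further: cytokine-independent growth of Ba/F3 cells driven by EpoR plus mutant JAK2; 0% = DMSO-treated cells and 100% = JAK inhibitor I control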
EP2 mod: EP2 receptor modulators, cAMP readout, primary screen, cell-based, HTRF cAMP, PGE2 stimulation; Prostaglandin E2 receptor EP2 subtype (Homo sapiens), P43116; EP2-expressing cells, cAMP HTRF FRET, PGE2 co-stimulation; induction, % at 25 µM; 260,000 compounds, 0.83% hits;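 active means compounds whose cAMP rise, as percent of the full-agonist control response, exceeds 60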;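 further: rat C6 glioma line stably carrying human EP2 under a CMV promoter; the protocol text gives 20 µM as final concentration; 100% = response of wells given 1 µM PGE2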
Target sequence (P43116 whole entry, looked up): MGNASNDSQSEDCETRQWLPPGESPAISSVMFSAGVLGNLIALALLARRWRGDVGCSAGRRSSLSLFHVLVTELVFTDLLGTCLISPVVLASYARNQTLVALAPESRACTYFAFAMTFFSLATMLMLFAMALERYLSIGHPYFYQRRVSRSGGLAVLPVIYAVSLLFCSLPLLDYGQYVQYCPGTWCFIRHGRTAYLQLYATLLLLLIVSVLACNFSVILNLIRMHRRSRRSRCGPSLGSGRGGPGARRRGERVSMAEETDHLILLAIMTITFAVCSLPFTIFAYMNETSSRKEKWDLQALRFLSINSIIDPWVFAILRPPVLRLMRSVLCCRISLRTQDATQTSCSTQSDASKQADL
zfTRPN1 agonist: zebrafish TRPN1 channel agonists, primary screen, cell-based, HEK293, calcium fluorescence. HEK293 zebrafish TRPN1-YFP, Fluo-8 calcium fluorescence; 100% = response to 87 µM carbachol. AID 1424, 2008. activation, % at 3 µM. transient receptor potential cation channel N1 (TRPN1/NompC), Danio rerio. 220,000 compounds, 0.18% hits;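 active means activation above its plate's cutoff, the mean activation of test wells on that plate plus 3 SD, cut at about 19% in these data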;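 further: 0% = DMSO alone and 100% = 87 µM carbachol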
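Assay system: Zebrafish TRPN1-YFP in HEK293 cells | Incubation: Dye loading 1 h at 37 °C, then 30 min room temperature | Measured by: Kinetic Fluo-8 fluorescence, ex 470-495, em 515-575 nm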
S1P4 agonist: S1P4 receptor agonists, primary screen, cell-based | Sphingosine 1-phosphate receptor 4 (Homo sapiens), O95977 | S1P4-expressing cell line, agonist reporter assay | activation, % at 4.98 µM | 220,000 compounds, 0.35% hits; in the data active means activation above about 11%;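 further: 0% = DMSO vehicle and 100% = reference agonist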
Target sequence (O95977 whole entry, looked up): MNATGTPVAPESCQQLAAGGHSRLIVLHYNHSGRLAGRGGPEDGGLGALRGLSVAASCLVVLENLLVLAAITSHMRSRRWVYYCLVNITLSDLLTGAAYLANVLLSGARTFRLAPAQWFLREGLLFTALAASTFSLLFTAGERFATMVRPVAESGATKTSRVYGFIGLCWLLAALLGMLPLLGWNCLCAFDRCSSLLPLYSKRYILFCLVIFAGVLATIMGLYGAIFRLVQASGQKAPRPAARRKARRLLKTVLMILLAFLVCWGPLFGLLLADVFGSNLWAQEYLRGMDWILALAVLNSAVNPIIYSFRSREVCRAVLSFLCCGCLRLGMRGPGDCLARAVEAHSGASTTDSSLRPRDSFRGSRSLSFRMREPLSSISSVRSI
TRPML3 ag: human TRPML3 channel agonists, primary screen, cell-based, HEK293 TRPML3-YFP, Fluo-8 calcium fluorescence, 3 µM | 100% = the carbachol control signal | activation, % at 3 µM | 220,000 compounds, 0.29% hits | AID 1448, 2008;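 active means activation above its plate's cutoff, the mean activation of the plate's test wells plus 3 SD, cut at about 12% in these data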;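 further: 0% = DMSO only wells and 100% = carbachol wells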
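system = HEK293 cells stably carrying human TRPML3-YFP | doses = one concentration, 3 µM nominal, 0.3% DMSO | timing = dye loading 1 h 37 °C then 30 min ambient, 125 s read | detection = Fluo-8 calcium dye fluorescence, ex 470-495, em 515-575 nm | benchmarks = high control carbachol 87 µM, low control DMSO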
PERK inh: block of dimerizer-induced PERK translation repression, primary screen, PERK inhibitor project, CHO PERK-DD cells, SEAP luminescence, HTS | CHO PERK-DD fusion, SEAP luminescence translation reporter | inhibition, % at 5.6 µM | Eukaryotic translation initiation factor 2-alpha kinase 3 (Homo sapiens), Q9NZJ5 | AID 1416, 2008 | 220,000 compounds, 0.17% hits;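 active means inhibition above the mean inhibition of all tested compounds plus 3 SD, set separately per screening campaign, cut at about 2.9% in these data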;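 further: PERK kinase domain activated by AP20187 dimerizer at 100 nM; 0% = DMSO with dimerizer and 100% = rapamycin at 8.4 µM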
BaF3 parental: parental Ba/F3 cell viability inhibition, counter-screen for JAK2V617F inhibitor project, murine pro-B, CellTiter-Glo luminescence. AID 1486, 2009. inhibition, % at 5.6 µM. 220,000 compounds, 1.1% hits. CellTiter-Glo ATP luminescence;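 active means inhibition above a per-campaign cutoff, the mean inhibition of all tested compounds plus 3 SD, cut at about 27% in these data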;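 further: 0% = DMSO wells and 100% = JAK Inhibitor I control wells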
S1P4 antagonist: S1P4 receptor antagonists, primary screen, cell-based; Sphingosine 1-phosphate receptor 4 (Homo sapiens), O95977; S1P4-expressing cells, antagonist mode, reporter read-out; inhibition, % at 4.98 µM; 220,000 compounds, 0.26% hits; AID 1510, 2009; in the data active means inhibition above about 29%;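 further: 0% = wells stimulated with agonist and 100% = vehicle wells without agonist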
m-calpain inh: inhibitors of pig calpain II, primary screen, biochemical, fluorogenic peptide substrate, 1536-well. purified calpain II, 30 min. inhibition, % at 16 µM. 220,000 compounds, 0.37% hits. AID 1236, 2008;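 active means inhibition above about 50%, limit read from the data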
Active calls of the source: *; & = joins results of further samples.

Screening Cn1c(COc2ccccc2)nnc1SCCC(=O)Nc1ccccc1 returned Ba/F3 V617F tox 1.3, EP2 mod 14.2, zfTRPN1 agonist 0.3, S1P4 agonist 3.1, TRPML3 ag -0.3, PERK inh -0.4, BaF3 parental 3.8, S1P4 antagonist -4.0 and m-calpain inh -16.2.
`O=C1CC(N2CCN(c3ccc(F)cc3)CC2)C(=O)N1Cc1cccs1` (configuration not stated) gave Ba/F3 V617F tox 1.0, EP2 mod -0.9, zfTRPN1 agonist 0.4, S1P4 agonist 1.4, TRPML3 ag 1.1, PERK inh 0.1, BaF3 parental 4.6, S1P4 antagonist 14.8 and m-calpain inh -9.2.
Screening COc1ccc(Cc2nc(-c3cccs3)no2)cc1OC returned Ba/F3 V617F tox -2.0, EP2 mod 4.6, zfTRPN1 agonist 1.1, S1P4 agonist 0.1, TRPML3 ag 1.0, PERK inh -0.3, BaF3 parental 5.3, S1P4 antagonist -10.4 and m-calpain inh -8.8.
`N#Cc1cc2c([nH]c1=S)CCCCCC2` gave Ba/F3 V617F tox -3.0, EP2 mod 39.0, zfTRPN1 agonist 1.1, S1P4 agonist -1.4, TRPML3 ag 0.9, PERK inh 1.0, BaF3 parental -0.1, S1P4 antagonist -6.5 and m-calpain inh 24.1.
Screening O=C(Cn1c(=O)c2c(ncn2C2CCCC2)n(Cc2ccccc2)c1=O)N1CCc2ccccc21 returned Ba/F3 V617F tox 3.0, EP2 mod 30.0, zfTRPN1 agonist 0.5, S1P4 agonist 2.0, TRPML3 ag -0.4, PERK inh -1.9, BaF3 parental 2.0, S1P4 antagonist 8.9 and m-calpain inh -80.8.
Screening CC(C)(C)OCC(NC(=O)C(CC(N)=O)NC(=O)OC(C)(C)C)C(=O)OC(C)(C)C (configuration not stated) returned Ba/F3 V617F tox -2.7, EP2 mod 16.7, zfTRPN1 agonist -0.1, S1P4 agonist 0.7, TRPML3 ag 0.0, PERK inh 0.2, BaF3 parental 0.4, S1P4 antagonist -14.5 and m-calpain inh -5.5.
O=C(NC1(C(F)(F)F)NC(=O)N(c2ccc(F)cc2)C1=O)c1ccncc1 (configuration not stated) was read as Ba/F3 V617F tox -0.2, EP2 mod -16.2, zfTRPN1 agonist -0.9, S1P4 agonist 1.1, TRPML3 ag 0.1, PERK inh 2.0, BaF3 parental 4.3, S1P4 antagonist -6.0 and m-calpain inh -15.0.
For CCc1nnc(NC(=O)CSc2nnc(-c3ccccc3O)o2)s1 the results were Ba/F3 V617F tox 2.3, EP2 mod -13.1, zfTRPN1 agonist 2.5, S1P4 agonist -0.1, TRPML3 ag 1.1, PERK inh 0.5, BaF3 parental 3.2, S1P4 antagonist 0.9 and m-calpain inh 22.7.
Cc1cc(C)c2c(n1)nn1c(N3CCOCC3)cc(C)nc21 was read as Ba/F3 V617F tox -4.2, EP2 mod -29.7, zfTRPN1 agonist -1.3, S1P4 agonist -1.4, TRPML3 ag 0.0, PERK inh 1.0, BaF3 parental 2.8 and S1P4 antagonist -16.3.
CCc1nc2sc3c(=O)n(N)cnc3c2c2c1COC(C)(C)C2 was read as Ba/F3 V617F tox 0.0, EP2 mod 18.6, zfTRPN1 agonist 0.9, S1P4 agonist -0.6, TRPML3 ag 1.0, PERK inh 0.8, BaF3 parental 8.4, S1P4 antagonist -13.4 and m-calpain inh 9.0.
Screening Cc1ccc(S(=O)(=O)N2CCOCC2)c(C)c1NS(C)(=O)=O returned Ba/F3 V617F tox -1.1, EP2 mod 24.9, zfTRPN1 agonist 0.1, S1P4 agonist 1.0, TRPML3 ag 0.9, PERK inh 1.3, BaF3 parental 4.2, S1P4 antagonist -10.0 and m-calpain inh -2.6.
`CSc1ccc(CN(C)Cc2nc3ccccc3c(=O)[nH]2)cc1` gave Ba/F3 V617F tox 0.4, EP2 mod -4.1, zfTRPN1 agonist 0.2, S1P4 agonist 0.8, TRPML3 ag -0.2, PERK inh 0.7, BaF3 parental -6.8, S1P4 antagonist -8.4 and m-calpain inh 6.3.
Screening CC(=O)Nc1ccc(NC(=O)Cn2c(CC(=O)N3CCCC3)nc3ccccc32)cc1 returned Ba/F3 V617F tox 2.1, EP2 mod 0.0&-12.5, zfTRPN1 agonist -0.5, S1P4 agonist 3.0, TRPML3 ag 0.3, PERK inh 0.5, BaF3 parental 4.8, S1P4 antagonist -18.0 and m-calpain inh 0.6.
O=C(Nc1ccc(F)c(Cl)c1)c1ccc2c(=O)n3c(nc2c1)CCCCC3 was read as Ba/F3 V617F tox 1.5, EP2 mod -18.6, zfTRPN1 agonist 3.3, S1P4 agonist 2.2, TRPML3 ag 1.4, PERK inh -0.4, BaF3 parental 4.9, S1P4 antagonist -9.2 and m-calpain inh -3.4.
CN(C)C(=S)NC1(C)CCS(=O)(=O)C1 (configuration not stated) was read as Ba/F3 V617F tox 3.0, EP2 mod 3.8, zfTRPN1 agonist 0.8, S1P4 agonist 1.8, TRPML3 ag 0.5, PERK inh 0.4, BaF3 parental 2.8, S1P4 antagonist -29.2 and m-calpain inh 33.8.
COc1cccc(OCCNc2cc(N3CCOCC3)ccc2[N+](=O)[O-])c1 was read as Ba/F3 V617F tox 1.1, EP2 mod -9.2, zfTRPN1 agonist 0.1, S1P4 agonist -1.7, TRPML3 ag -0.7, PERK inh -1.1, BaF3 parental 2.9, S1P4 antagonist -3.0 and m-calpain inh 21.8.
Screening Cc1cc(-c2[nH]nc3c2C(c2ccsc2)C(C#N)=C(N)O3)c(C)s1 (configuration not stated) returned Ba/F3 V617F tox -1.6, EP2 mod -7.6, zfTRPN1 agonist 1.5, S1P4 agonist 0.7, TRPML3 ag 0.7, PERK inh 2.2, BaF3 parental 2.5, S1P4 antagonist -1.3 and m-calpain inh -192.6.
For O=C(COC(=O)Cc1cccs1)Nc1ccc(F)c(F)c1F the results were Ba/F3 V617F tox -1.2, EP2 mod 9.2, zfTRPN1 agonist -0.9, S1P4 agonist -3.7, TRPML3 ag -0.7, PERK inh 0.6, BaF3 parental 3.0, S1P4 antagonist -9.2 and m-calpain inh -37.4.
NS(=O)(=O)c1ccc(NC(=O)CN2CCc3ccccc32)cc1 was read as Ba/F3 V617F tox -3.4, EP2 mod -21.1, zfTRPN1 agonist 2.8, S1P4 agonist 1.1, TRPML3 ag 0.7, PERK inh 2.1, BaF3 parental -1.6, S1P4 antagonist 2.7 and m-calpain inh -22.4.
`COc1ccc(OC)c(NC(=O)CN(c2ccc(OC)c(Cl)c2)S(C)(=O)=O)c1` gave Ba/F3 V617F tox 0.6, EP2 mod 20.6, zfTRPN1 agonist 0.1, S1P4 agonist 0.6, TRPML3 ag -0.8, PERK inh -0.5, BaF3 parental 5.1, S1P4 antagonist -9.3 and m-calpain inh -1.4.
Screening Cc1ccc(C)c(NC(=O)c2nc(Cl)ccc2Cl)c1 returned Ba/F3 V617F tox 0.0, EP2 mod -0.3, zfTRPN1 agonist 0.7, S1P4 agonist 2.5, TRPML3 ag 0.8, PERK inh 0.0, BaF3 parental 6.8, S1P4 antagonist 3.1 and m-calpain inh -10.5.
`CC(=O)Nc1ccc(S(=O)(=O)N[C@@H](C)C(=O)OCc2ccc(Cl)cc2)cc1` gave Ba/F3 V617F tox -1.8, EP2 mod -20.2, zfTRPN1 agonist 1.9, S1P4 agonist 0.5, TRPML3 ag 2.0, PERK inh -0.1, BaF3 parental 4.6, S1P4 antagonist -16.8 and m-calpain inh 11.3.
`COC(=O)c1cc(OC)c(OC)cc1NC(=O)C(C)c1ccc([N+](=O)[O-])cc1` (configuration not stated) gave Ba/F3 V617F tox 0.4, EP2 mod 12.0, zfTRPN1 agonist -1.0, S1P4 agonist -1.2, TRPML3 ag 0.4, PERK inh 0.0, BaF3 parental 8.6, S1P4 antagonist 1.3 and m-calpain inh -38.4.
CS(=O)(=O)N(Cc1ccccc1)c1ccccc1C(=O)N1CCN(c2ccccc2)CC1 was read as Ba/F3 V617F tox -1.7, EP2 mod 59.6, zfTRPN1 agonist -0.4, S1P4 agonist -0.8, TRPML3 ag 0.7, PERK inh -0.9, BaF3 parental 5.1, S1P4 antagonist -15.8 and m-calpain inh 15.9.
For CC1(C)CC2CC(C)(CN2S(=O)(=O)c2ccc(C(=O)Nc3ccc(Cl)c(S(=O)(=O)N4CCOCC4)c3)cc2)C1 (configuration not stated) the results were Ba/F3 V617F tox -0.4, EP2 mod 5.7, zfTRPN1 agonist 1.9, S1P4 agonist -0.7, TRPML3 ag 1.5, PERK inh 1.4, BaF3 parental 2.0, S1P4 antagonist -4.0 and m-calpain inh -58.7.
`Cn1cc(-c2nnnn2-c2ccccc2)c(=O)c2ccccc21` gave Ba/F3 V617F tox -0.8, EP2 mod 2.0, zfTRPN1 agonist 0.4, S1P4 agonist -1.4, TRPML3 ag 0.7, PERK inh 0.7, BaF3 parental 3.7, S1P4 antagonist 1.9 and m-calpain inh 10.2.
Screening COc1ccc(CC(=O)OCC(=O)Nc2ccc(C(=O)Nc3ccc(OC)cc3)cc2)cc1 returned Ba/F3 V617F tox -1.6, EP2 mod -5.7, zfTRPN1 agonist 0.9, S1P4 agonist 0.3, TRPML3 ag 0.8, PERK inh 0.2, BaF3 parental 1.2, S1P4 antagonist -9.2 and m-calpain inh -3.2.
Screening Cc1ccc(C2NC(=O)c3sc(=S)n(-c4ccccc4)c3N2)cc1 (configuration not stated) returned Ba/F3 V617F tox 4.0, EP2 mod -38.4, zfTRPN1 agonist 1.3, S1P4 agonist 0.9, TRPML3 ag 0.6, PERK inh -0.7, BaF3 parental 6.9, S1P4 antagonist -5.2 and m-calpain inh 20.8.
Screening Cc1ccccc1COC(=O)c1nn(-c2ccccc2)nc1N returned Ba/F3 V617F tox 4.6, EP2 mod -46.6, zfTRPN1 agonist 1.5, S1P4 agonist 9.2, TRPML3 ag -0.1, PERK inh 0.4, BaF3 parental 3.0, S1P4 antagonist -13.1 and m-calpain inh -369.5.
`CCOc1ccccc1C1C2=C(COC2=O)Nc2cc3c(cc21)OCO3` (configuration not stated) gave Ba/F3 V617F tox 83.0*, EP2 mod 1.9, zfTRPN1 agonist 10.1, S1P4 agonist 1.3, TRPML3 ag 6.0, PERK inh 1.1, BaF3 parental 73.9*, S1P4 antagonist 2.6 and m-calpain inh -196.7.
